Screening results: PubChem BioAssay, National Center for Advancing Translational Sciences (NCATS)
PI4K2A block – blocks human PI4K2A kinase activity. 0.13% of 420,000 active. activity change, negative = inhibition, % at 76.9 µM. Q9BTU6. purified PI4K2A, ADP-Glo luminescence, 1 h; active compounds read low; in the data active means activity change below about -50%; inconclusive means mostly about -30% to -49%;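 further: -100% = wells without enzyme as full effect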
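ADP-Glo luminescence measured ADP generated by PI4K2A enzyme (4 ug/mL before mixing) with 1.2 mM PI substrate (pre-mix) and 300 microM ATP (pre-mix). Tris pH7.5 buffer with MgCl2, Triton X-100; 1 h reaction at ambient temperature.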
G9a inh – inhibitors of human histone lysine methyltransferase G9a; Q96KQ7; G9a H3K9 monomethylation, AlphaScreen, 2 h; Potency, µM (series often up to 102 µM), inactives show top-dose activity, negative = inhibition, actives largely listed as inhibitors; 8.8% of 350,000 active; further: potency means the concentration at half of the fitted maximal effect; on the % scale 0 is the no-effect control and ±100 the full control effect; nearly all actives have a fitted effect of over 75% in size
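Using a bead-based AlphaScreen, monomethylated H3K9 product from 2 h room-temperature reactions (G9a 20 nM, peptide 500 nM, SAM 20 uM) was detected with 0.5 ug/mL rabbit anti-H3K9me1 antibody.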
GLS inh – inhibitors of human glutaminase (GLS); O94925; GLS enzymatic activity, qHTS titration; Potency, µM (top dose mostly 45.5 µM), for inactives: top-dose activity change, negative = inhibition, hits mostly inhibitors; 0.21% of 410,000 active; AID 624170; further: potency means the concentration at half of the fitted maximal effect; on the % scale 0 is the no-effect control and ±100 the full control effect
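hKGA in 45 mM KH2PO4 (pH 8.2), 0.02% Tween-20 with compound, then 1mM L-Glutamine (stock as added) plus glutamate oxidase/HRP/Amplex red coupling mix. Fluorescence read initially and after 30 min at RT; signal change reflects glutamate formation.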
RGS4 inhibitor – inhibitors of human regulator of G protein signaling 4 | AID 504845 | P49798 | 0.039% of 390,000 active | Potency, µM (highest dose often 114 µM), inactives show top-dose activity change, negative = inhibition, actives largely listed as inhibitors | Transcreener GDP fluorescence polarization, RGS4-accelerated GTP hydrolysis; further: potency means the concentration at half of the fitted maximal effect; on the % scale 0 is the no-effect control and ±100 the full control effect; nearly all actives have a fitted effect of over 75% in size; some results filed as inactive show a strong effect at the top dose
Target sequence (P49798 whole entry, looked up): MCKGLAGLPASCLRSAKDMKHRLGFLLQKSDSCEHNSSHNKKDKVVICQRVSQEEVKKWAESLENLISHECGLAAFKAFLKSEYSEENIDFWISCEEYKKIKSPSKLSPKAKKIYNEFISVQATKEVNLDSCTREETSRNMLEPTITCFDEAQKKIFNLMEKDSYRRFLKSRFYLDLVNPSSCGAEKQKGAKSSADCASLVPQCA
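MLSMR compounds (23 nl, pin-transferred) preincubated 10 min at room temperature with a 500nM (2x) first reagent, then RGS4 at 900nM (2x) plus Transcreener GDP mix added; fluorescence polarization (620/688 nm) read before and after 90 min at 30 °C.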
ERG Ets-DNA blk – blocks human ERG Ets domain binding to DNA. 0.028% of 370,000 active. Potency, µM (titrated, usually from 76.9 µM), for inactives: top-dose FP activity, negative = inhibition, most hits filed as inhibitors. fluorescence polarization, His-ERG Ets domain / labelled DNA; active means well fitted inhibition curve with a large enough effect in the polarisation, with a control signal flat; inconclusive means small, poorly fitted or top-dose-only effect, or effect the other way, or a change in a side signal; inactive means no such curve, though single readings can be large or run the other way; the % refers to the polarisation;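 further: polarization taken with two DNA probes labelled with fluorescein and Texas red; potency means the concentration at half of the fitted maximal effect; % of control where 0% means no effect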
Target sequence (P11308 whole entry, looked up, the tested form may be a part): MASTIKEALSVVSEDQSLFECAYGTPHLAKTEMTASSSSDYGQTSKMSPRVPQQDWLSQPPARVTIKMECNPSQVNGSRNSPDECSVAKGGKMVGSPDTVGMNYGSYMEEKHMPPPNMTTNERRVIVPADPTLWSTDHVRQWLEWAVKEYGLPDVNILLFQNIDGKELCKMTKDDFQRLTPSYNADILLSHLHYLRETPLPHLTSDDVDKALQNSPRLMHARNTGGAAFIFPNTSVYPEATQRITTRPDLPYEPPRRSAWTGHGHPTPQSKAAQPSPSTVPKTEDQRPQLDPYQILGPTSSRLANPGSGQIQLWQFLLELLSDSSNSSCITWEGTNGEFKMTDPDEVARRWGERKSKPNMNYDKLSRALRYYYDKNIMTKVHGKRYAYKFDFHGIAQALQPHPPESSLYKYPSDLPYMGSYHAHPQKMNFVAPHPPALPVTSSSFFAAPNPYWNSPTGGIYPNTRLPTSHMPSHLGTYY
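His-tagged ERG Ets domain (1 uM in the protein solution; 300mM KCl, 50mM Tris-HCl, 1mM EDTA, 1mM DTT, pH 7.5) received compound, then a probe mix of 5 nM fluorescein-DNA and 100nM Texas-615-DNA. Fluorescence polarization was read for both dyes.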
HP1b chromo inh – HP1-beta chromodomain-methylated histone interaction inhibition; P83916; AlphaScreen HP1-beta / biotin-H3K9me3 peptide binding; Potency, µM (highest dose often 114 µM), for the others: at the top dose activity change, negative = inhibition, usual class: inhibitors; 0.56% of 390,000 active; further: potency means the concentration at half of the fitted maximal effect; nearly all actives have a fitted effect of over 70% in size; inactives centre near 23
Target sequence (P83916 whole entry, looked up): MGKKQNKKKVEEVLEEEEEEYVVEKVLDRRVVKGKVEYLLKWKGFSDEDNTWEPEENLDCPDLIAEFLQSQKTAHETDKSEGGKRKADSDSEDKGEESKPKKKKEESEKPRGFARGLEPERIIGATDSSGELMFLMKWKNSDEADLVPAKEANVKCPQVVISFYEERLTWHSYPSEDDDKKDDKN
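Compound inhibition of the preformed complex between 50 nM HP1-beta and 50 nM biotinylated H3K9me3 peptide was read by AlphaScreen. Buffer was PBS pH 7.4 with 0.01% Tween-20. Incubations ran 30 min at room temperature, with 10 ug/mL donor/acceptor beads.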
JMJD2A Tudor – inhibitors of human JMJD2A Tudor domain; Potency, µM (highest dose often 114 µM), for the others: at the top dose activity change, negative = inhibition, actives largely listed as inhibitors; 4.4% of 390,000 active; AlphaScreen JMJD2A-Tudor / H3K4me3 peptide binding; further: potency means the concentration at half of the fitted maximal effect; on the % scale 0 is the no-effect control and ±100 the full control effect; nearly all actives have a fitted effect of over 50% in size
ALOX12 inh – blocks human arachidonate 12S-lipoxygenase | P18054 | purified 12hLO, xylenol orange hydroperoxide absorbance | Potency, µM (titrated, usually from 108 µM), for the others: at the top dose activity change, negative = inhibition, actives largely listed as inhibitors | 1.1% of 580,000 active; further: potency means the concentration at half of the fitted maximal effect; on the % scale 0 is the no-effect control and ±100 the full control effect
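Purified human 12hLO at 150 nM in 25 mM Hepes, 0.01% Triton X-100, pH 7.0, preincubated 15 min at room temperature with compound. Reaction started with 40 uM arachidonic acid, 30 min at room temperature. Hydroperoxide measured by Fe-xylenol orange, 573/405 nm absorbance ratio.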
BAZ2B inh – blocks human BAZ2B; AlphaScreen BAZ2B-H3K14Ac peptide displacement; Potency, µM (top dose mostly 114 µM), for inactives: at the top dose activity change, negative = inhibition, usual class: inhibitors; 4.4% of 360,000 active; AID 504333; further: potency means the concentration at half of the fitted maximal effect; on the % scale 0 is the no-effect control and ±100 the full control effect; nearly all actives have a fitted effect of over 60% in size
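Inhibition is scored as reduced AlphaScreen emission. The BAZ2B/b-H3(5-23)K14Ac complex (50 nM each) in PBS pH 7.4, 0.01% Tween-20 meets compound (up to 110 uM) for 30 min at RT before bead addition.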
Active calls of the source: *; i = inactive; ? = inconclusive; . = not tested or not shown; [ ] = another dose, or the depositor's remark. Unless noted, the call rests on the fitted dose curve; in most records, active means well fitted curve in the direction sought with a large enough effect; inconclusive means small, poorly fitted or top-dose-only effect, or another doubt; inactive means no such curve, though single readings can be large; an effect the other way counts as inactive or inconclusive. Not all compounds are listed; rates above refer to the full screens.

Second line of a record – PI4K2A block | G9a inh | GLS inh | RGS4 inhibitor | ERG Ets-DNA blk | HP1b chromo inh | JMJD2A Tudor | ALOX12 inh | BAZ2B inh
#1 Cc1ccc2oc(-c3ccc(C)c(NC(=O)Cc4cccs4)c3)nc2c1
→ 6 | 17% | -17% | 4% | 11% | -8% | -8% | i | 4%[57.1 µM]
#2 Cc1ccc(-n2cccn2)c(CN2CCCC(CNC(=O)c3ccc(F)cc3)C2)c1 (stereo unspecified)
→ 2 | 9% | 8% | -4% | 6% | 34% | -9% | 34%[activator] | -2%
#3 O=S(=O)(CCSc1nc2ccccc2o1)c1nc2ccccc2s1
→ 69 | -13%[59 µM] | -2% | -47% | 4% | 55%[activator] | -13% | -4% | -4%
#4 Cc1cc(C)nc(N/N=C/c2ccccc2OCc2ccc(Cl)cc2)n1
→ 2 | -3%[59 µM] | 1% | -11% | -5% | 38%[activator] | -1% | 2% | 0%
#5 COc1ccc(C2=C/C(=C/c3cccnc3)C(=O)O2)cc1OC
→ 2 | ? | -9% | -7% | 8% | 38% | -11% | -24% | 2%
#6 COc1cc(C(=O)COC(=O)c2cc([N+](=O)[O-])ccc2N2CCOCC2)ccc1OC(F)F
→ 3 | 32µM* | 4% | -25% | 20% | 16% | -27% | 1% | -3%
#7 O=C(CSc1nc2ncc(Br)cc2[nH]1)c1cccc([N+](=O)[O-])c1
→ 1 | 45µM* | -2% | -24% | 1% | 20% | -34% | -25% | -12%
#8 COc1cc(C2c3c(oc4ccccc4c3=O)C(=O)N2Cc2ccc(C)cc2)ccc1O (stereo unspecified)
→ -2 | 4%[59 µM] | 0% | 9% | -4% | ? | 4% | 1% | 4%
#9 O=C(Nc1ccccc1)Nc1cccc2nsnc12
→ -2 | 25%[12.7 µM] | 0% | -22% | 10% | 96%[activator] | 64%[activator] | 40µM* | 24%
#10 Cc1ccc(C(=O)Nc2ccnc(-c3ccncc3)n2)cc1
→ -1 | -4% | 0% | -27% | 7% | 27% | 2% | -3% | -8%
#11 CCCNC(=O)CS(=O)(=O)c1ccccc1
→ -4 | . | 5% | -30% | -10% | 39% | -2% | 1% | 4%
#12 CC1CN(C(=O)N2CCC(C(=O)NCCC3=CCCCC3)CC2)c2ccccc2O1 (stereo unspecified)
→ -3 | -29%[59 µM] | -3% | 13% | -1% | 24% | -9% | ? | -13%
#13 Cc1cc(Cl)ccc1OCC(=O)OCC(=O)Nc1cccnc1Cl
→ -2 | 4%[2.33 µM] | -1% | 14% | -14% | 53%[activator] | 2% | 2% | 12%
#14 CCOC(=O)Cc1csc(NS(C)(=O)=O)n1
→ 0 | -2%[12.7 µM] | 4% | 24% | . | 13% | -11% | 14% | 1%
#15 Cc1ccc(C)c(OC(=O)CSc2nnc(-c3ccc4c(c3)OCO4)o2)c1
→ 1 | -28%[59 µM] | -12% | -8% | -2% | 7% | -20% | -22% | -3%
#16 Cc1nc2ccccc2c2oc(C(=O)N3CCN(C4CCCCC4)CC3)cc12
→ -7 | 15% | 25% | -19% | 7% | 31% | -11% | 23%[57.4 µM] | 12%
#17 CN(C(=O)COC(=O)C(Cc1ccccc1)NC(=O)c1ccccc1)c1ccccc1 (stereo unspecified)
→ -2 | 40%[59 µM] | -2% | -6% | 4% | 14% | -7% | -3% | -6%
#18 COc1ccc(O)c(C(=O)CC(=O)c2cccnc2)c1
→ -8 | . | 26% | -18% | -2% | 58%[activator] | -16% | 9% | .
#19 CC1(C)Cc2[nH]c3ccccc3c2C(C)(C)N1
→ -2 | 15% | 2% | 2% | 5% | 20% | -11% | ? | -3%
#20 CC(C)c1ccc(-n2nc3ccc(N)cc3n2)cc1
→ 5 | -20% | -14% | 26% | -11% | -2% | 6% | -21% | -19%
#21 O=C(c1cccc(F)c1)N1CCN(c2ccc([N+](=O)[O-])c3cccnc23)CC1
→ -8 | ? | -1% | -30% | -1% | 2% | ? | 40µM* | -27%
#22 CCCC(=O)N=c1sc2cccc(F)c2n1C
→ 0 | 45µM* | -10% | 11% | -6% | 28% | 1% | 0% | 8%
#23 COc1ccc(Cn2ccnc2SCC(=O)NCc2ccco2)cc1
→ 3 | 2%[59 µM] | -14% | -24% | 2% | 5%[57 µM] | -27% | -15% | -14%
#24 CCc1nc(N2CCN(C(C)=O)CC2)c2c3c(sc2n1)CCCC3
→ 3 | 25%[59 µM] | -2% | -1% | 11% | 41%[activator] | -4% | 1% | 0%
#25 CCCCn1c(-c2cc(Cl)ccc2OC)n[nH]c1=S
→ 0 | 2µM* | ? | -11% | -9% | -15% | 13µM* | ? | -5%
#26 CCOC(=O)c1c(C)oc2ccc(OCC(N)=O)cc12
→ 8 | -36% | 3% | 25% | -9% | 12% | -11% | 6% | -3%
#27 COC(=O)CCN(c1ccccc1)C(CNS(=O)(=O)c1ccccc1)c1ccccc1 (stereo unspecified)
→ -10 | 62%[activator][59 µM] | 21% | -14% | 0% | 73%[activator] | -15% | -13% | 14%
#28 Cc1ccc(S(=O)(=O)NCC(=O)N(CC(=O)NCc2ccccc2)CC2CCCO2)cc1 (stereo unspecified)
→ -12 | ? | 4% | -7% | -2% | 27% | 2% | 43% | 15%
#29 O=c1c2sccc2n(Cc2ccc(F)cc2)c(=O)n1-c1ccc(F)cc1
→ 3 | 10%[59 µM] | -7% | ? | . | 45%[activator] | -4% | -8% | -8%
#30 CC(C)CN(Cc1c(O)ccc2c(=O)c(-c3ccccc3)coc12)CC(C)C
→ -8 | 7% | -1% | 1% | 22% | 26% | -22% | 0% | -20%
#31 CCCS(=O)(=O)c1c(S(=O)(=O)CCC)c2c(N)cccn2c1C(=O)OC
→ -3 | . | 0% | -52% | 15% | 50%[activator] | -22% | -10% | ?
#32 O=C(CSc1nnc(Cn2c(=O)sc3ccccc32)n1-c1ccccc1)N1CCCCCC1
→ -6 | 15%[59 µM] | -1% | 1% | 6% | 56%[activator] | 2% | 447%[activator] | -2%
#33 Oc1ccc(-c2nc(=S)[nH][nH]2)cc1
→ -7 | 1.3µM* | -2% | -38% | -1% | -32% | 5µM* | ? | -18%
#34 CCOc1ccc(C(=O)C[n+]2ccc(C(=O)NCCO)cc2)cc1
→ -1 | -6% | ? | -4% | -2% | 21% | -5% | -3% | -12%
#35 O=C(NC1CCCC1)c1cc2cc(Br)ccc2o1
→ 2 | 12% | -6% | -21% | -2% | 37% | 1% | 197%[activator] | 2%
#36 COc1ccc(Cc2nnc(SCC(=O)NCc3ccco3)o2)cc1
→ -5 | -49%[59 µM] | -3% | -27% | 9% | 2% | -35% | -5% | ?
#37 O=c1c([N+](=O)[O-])c(N2CCCC2)c2ccccc2n1-c1ccccc1
→ 0 | 9% | -13% | -26% | 5% | 39% | -10% | 5% | -17%
#38 CC(=O)c1ccc(N2CCN(C(C)C(=O)NC3CCCc4ccccc43)CC2)cc1 (stereo unspecified)
→ 0 | 24% | 23% | -13% | . | 15% | -16% | -4% | -7%
#39 CCOC(=O)CSc1nc2cc(S(=O)(=O)Nc3ccccc3OC)ccc2o1
→ 3 | 6%[59 µM] | 14% | 2% | 4% | 33% | -4% | 12% | 9%
#40 Cc1sc2nc(CN(CCc3ccccc3)C(=O)c3ccco3)[nH]c(=O)c2c1C
→ -2 | ? | -4% | 164%[activator] | 3% | 27% | 8% | . | 31%[activator]
#41 COc1ccc(CN2CCc3nc(SCC(=O)Nc4cc(C)cc(C)c4)[nH]c(=O)c3C2)cc1
→ 1 | ? | -6% | -21% | 2% | 42%[activator] | 0% | -8% | -1%
#42 C=CCC(C)(NCc1ccccc1)c1ccc(C)cc1 (stereo unspecified)
→ 3 | 24%[59 µM] | -2% | -4% | 5% | 109%[activator] | 28% | ? | -2%
#43 CCCOC(=O)CSC1=C(C#N)C(c2ccc3c(c2)OCO3)CC(=O)N1 (stereo unspecified)
→ 5 | -7% | -3% | -2% | 4% | 16% | -5% | 0% | -2%
#44 O=C(NCc1ccccc1)c1ccc2c(c1)S(=O)(=O)c1cc(Cl)ccc1C2=O
→ -2 | -10%[2.33 µM] | 11% | 3% | -1% | -11% | ? | -17% | -36%

Rewritten as tab-separated lines: six of the compounds above
#	Structure	PI4K2A block	G9a inh	GLS inh	RGS4 inhibitor	ERG Ets-DNA blk	HP1b chromo inh	JMJD2A Tudor	ALOX12 inh	BAZ2B inh
44	O=C(NCc1ccccc1)c1ccc2c(c1)S(=O)(=O)c1cc(Cl)ccc1C2=O	-2	-10%[2.33 µM]	11%	3%	-1%	-11%	?	-17%	-36%
3	O=S(=O)(CCSc1nc2ccccc2o1)c1nc2ccccc2s1	69	-13%[59 µM]	-2%	-47%	4%	55%[activator]	-13%	-4%	-4%
4	Cc1cc(C)nc(N/N=C/c2ccccc2OCc2ccc(Cl)cc2)n1	2	-3%[59 µM]	1%	-11%	-5%	38%[activator]	-1%	2%	0%
6	COc1cc(C(=O)COC(=O)c2cc([N+](=O)[O-])ccc2N2CCOCC2)ccc1OC(F)F	3	32µM*	4%	-25%	20%	16%	-27%	1%	-3%
33	Oc1ccc(-c2nc(=S)[nH][nH]2)cc1	-7	1.3µM*	-2%	-38%	-1%	-32%	5µM*	?	-18%
35	O=C(NC1CCCC1)c1cc2cc(Br)ccc2o1	2	12%	-6%	-21%	-2%	37%	1%	197%[activator]	2%
